High-throughput results from PubChem.
EP2 antag – inhibitors of human EP2 prostaglandin E2 receptor | P43116 | C6 glioma cells expressing human EP2, cAMP TR-FRET; cells stimulated with saturating PGE2 | hit rate 0.52% among 260,000 | inhibition, % at 25 µM | AID 1422;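 active = percent inhibition above 40 after rounding to a whole number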;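 also: rat C6 glioma host cells with rolipram phosphodiesterase inhibitor present; the protocol text gives 20 µM as final concentration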
PPC-1+TRAIL kill – compounds killing PPC-1 cancer cells with TRAIL present (potentiator screen, no TRAIL-free arm); AID 1443; PPC-1 cells + TRAIL, ATPLite viability luminescence; hit rate 0.41% among 220,000; cell killing (% activity), % at 4 µM;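 active = cell killing above 50% in the first pass at 4 µM, then a duplicate retest at 5 µM averaging 50% or more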;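 also: plate controls were cells with TRAIL plus DMSO for no effect and medium-only wells lacking cells for full effect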
Furin inh – human furin inhibition; P09958; purified furin, fluorogenic substrate cleavage; inhibition, % at 30 µM; hit rate 0.061% among 220,000; AID 463115; in the data active = inhibition above about 25%; also: inactives centre near -15
Target sequence (P09958 108-714 limits assumed): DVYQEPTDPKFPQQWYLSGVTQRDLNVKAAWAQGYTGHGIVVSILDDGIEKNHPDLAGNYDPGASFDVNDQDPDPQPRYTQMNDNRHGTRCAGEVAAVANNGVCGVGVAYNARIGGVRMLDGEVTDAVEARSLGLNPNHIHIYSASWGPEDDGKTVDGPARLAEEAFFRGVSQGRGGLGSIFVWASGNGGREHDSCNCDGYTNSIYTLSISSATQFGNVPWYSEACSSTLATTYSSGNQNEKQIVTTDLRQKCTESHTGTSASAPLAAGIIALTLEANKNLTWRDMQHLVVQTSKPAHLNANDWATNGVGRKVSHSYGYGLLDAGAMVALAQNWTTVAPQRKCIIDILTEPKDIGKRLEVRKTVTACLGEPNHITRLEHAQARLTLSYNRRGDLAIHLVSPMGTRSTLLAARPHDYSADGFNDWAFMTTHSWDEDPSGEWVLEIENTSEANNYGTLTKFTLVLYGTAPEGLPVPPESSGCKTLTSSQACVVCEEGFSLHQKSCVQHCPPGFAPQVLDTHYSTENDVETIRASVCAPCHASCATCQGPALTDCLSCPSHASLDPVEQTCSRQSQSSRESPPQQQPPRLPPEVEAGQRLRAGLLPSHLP
Ba/F3 V617F tox – reduce viability of Ba/F3 cells dependent on JAK2V617F; hit rate 1.1% among 220,000; inhibition, % at 5.6 µM; AID 1446; Ba/F3 EpoR-JAK2V617F viability, ATP luminescence;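 active = inhibition above the campaign mean plus 3 SD over all tested compounds, cut at about 24% in these data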;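 also: cytokine-independent growth of Ba/F3 cells driven by EpoR plus mutant JAK2; 0% = DMSO-treated cells and 100% = JAK inhibitor I control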
p47phox inh – inhibitors of human p47phox binding; hit rate 0.53% among 220,000; p47phox/p22phox peptide binding, fluorescence polarization, 2 h; AID 1274; inhibition, % at 24.7 µM; P14598;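 active = inhibition above about 30%, limit read from the data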;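 also: 0% = p47phox with labelled peptide and 100% = labelled peptide alone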
Tb hexokinase – blocks Trypanosoma brucei hexokinase 1 activity; hit rate 0.11% among 220,000; AID 1430; recombinant TbHK1, G6PDH-coupled NADH A340; inhibition, % at 10 µM;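 active = inhibition of 50% or more in the single-dose primary screen; inactive = inhibition below 50%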
RBBP9 inhibitor – blocks human serine hydrolase RBBP9. O75884. recombinant RBBP9, FP-Rh probe fluorescence polarization. inhibition, % at 7.94 µM. hit rate 0.2% among 220,000. AID 1515;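 active = inhibition above the campaign mean of all tested compounds plus 3 SD, cut at about 14% in these data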;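 also: plate controls were DMSO wells with RBBP9 for no effect and wells lacking RBBP9 protein for full effect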
Target sequence (O75884 whole entry, looked up): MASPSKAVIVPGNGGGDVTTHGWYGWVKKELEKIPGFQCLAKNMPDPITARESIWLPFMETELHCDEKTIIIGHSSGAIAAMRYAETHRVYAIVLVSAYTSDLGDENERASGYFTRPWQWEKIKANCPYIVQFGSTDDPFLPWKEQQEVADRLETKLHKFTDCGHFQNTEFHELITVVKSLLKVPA
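system = RBBP9 protein | input = RBBP9 at 2.5 µM in dispensed solution, before mixing | measured by = fluorescence polarization (mP), excitation 525 nm, emission 598 nm | incubation = enzyme-compound preincubation 30 min, then probe labeling 45 min, 25 °C | buffer or medium = Tris-NaCl-Pluronic buffer, pH 8.0 | compound = single dose 7.94 µM | also added = FP-Rh probe, 375 nM dispensing solution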
BaF3 tox – counter-screen for JAK2V617F inhibitors: parental Ba/F3 viability inhibitors; CellTiter-Glo ATP luminescence; inhibition, % at 5.6 µM; hit rate 1.1% among 220,000; AID 1486;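 active = inhibition above a per-campaign cutoff, the mean inhibition of all tested compounds plus 3 SD, cut at about 27% in these data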;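 also: 0% = DMSO wells and 100% = JAK Inhibitor I control wells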
p97 inhibitor – inhibitors of human p97 ATPase. P55072. recombinant p97 ATPase, Kinase-Glo ATP luminescence, 3 h. inhibition, % at 8 µM. hit rate 0.42% among 220,000; in the data active = inhibition above about 15%;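 also: 0% = DMSO vehicle and 100% = wells lacking enzyme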
An asterisk follows results filed as active; . = not tested or not shown; & = joins results of further samples; [ ] = dose if it differs, or a comment. A portion of the library; the hit share may differ from the screen's.

SMILES	EP2 antag	PPC-1+TRAIL kill	Furin inh	Ba/F3 V617F tox	p47phox inh	Tb hexokinase	RBBP9 inhibitor	BaF3 tox	p97 inhibitor
CN1CCN(/C=C(\C#N)S(=O)(=O)c2ccc(Cl)cc2)CC1	4.5	15.8	-11.3	3.7	-19.5	-1.9	-0.7	-0.7	-2.5
Cc1ccc(C(=O)Nc2ccc(N3CCOCC3)nc2)cc1	5.5	5.5	-14.2[20 µM]	1.1	-8.9	-9.9	3.3	5.4	-2.9
CCCCc1ccc(N=N/C(C(=O)Nc2cc(OC)c(NC(C)=O)cc2OC)=C(/C)O)cc1	5.7	2.2	-12.7	-0.9	-6.6	-12.1	-7.3	7.0	1.3
COc1ccc(C(=O)N2CCC(n3c(C)nc4cc(F)ccc43)CC2)cc1	8.8&8.1	5.5	-37.9	3.4	-4.5	-6.3	3.0	10.8	-0.8
Nc1ccc(C(=O)Nc2ccc(NC(=O)c3ccco3)c(O)c2)cc1	8.6	-13.1	-15.6	2.4	-7.7	-37.1	0.3	-3.7	9.2
COc1ccccc1CNc1ccc(CNc2ncn[nH]2)cc1	10.2	4.9	-17.0	2.0	-8.7	-4.8	-10.3	6.6	0.1
O=C(CCc1ccccc1)Nc1cccc([N+](=O)[O-])c1	7.0	40.0	-21.9	-0.3	0.3	-1.2	-9.4	4.5	0.9
COc1ccccc1C(c1nnnn1Cc1ccco1)N1CCN(c2cccc(C)c2C)CC1 (stereo unspecified)	7.9	17.2	-6.3[20 µM]	-3.3	-2.5	7.4	-2.3	2.8	0.8
Cn1ncc(Cl)c1C(=O)N1CCOCC1	3.8	7.8	-22.8	0.9	-4.1	-0.9	-11.0	6.5	2.9
O=C(COC(=O)c1ccc(Cl)c(S(=O)(=O)N2CCCC2)c1)NC1CCCCC1	5.3	5.3	-19.6	3.1	1.2	-1.2	-2.3	3.7	4.2
Oc1ccc(/C=C/c2ccc3ccccc3n2)cc1	9.6	56.0*[5 µM]	-8.2	67.8*	-12.7	-6.1	0.8	38.9*	-9.9
CC(=O)Nc1ccc(C2NC(=S)N(c3ccccc3C(F)(F)F)C(C)=C2C(=O)N2CCOCC2)cc1 (stereo unspecified)	7.7	-5.3	-24.2	3.1	-17.3	-1.0	0.5	10.8	0.4
OCCNCC1(O)C2CC3CC(C2)CC1C3 (stereo unspecified)	7.6	5.5	-19.6	-5.3	1.8	-4.6	1.0	-0.9	4.9
Nn1cnn(Cc2ccccc2)c1=S	6.3	1.0	-29.9[20 µM]	-3.8	-1.7	-4.2	-3.0	0.9	4.1
CN(C(=O)CSc1ncc(C(F)(F)F)cc1Cl)c1c(N)n(Cc2ccccc2)c(=O)[nH]c1=O	2.1	1.2	-29.6	1.1	-12.8	0.1	3.9	7.1	3.3
CC1CCN(c2oc(-c3ccccc3F)nc2C#N)CC1	5.0	-2.8	-77.0	-1.2	-5.3	-10.9	-2.5	3.0	-1.1
COc1ccc(Cl)cc1-c1nc(-c2ccc(NC(=O)c3ccncc3)cc2)no1	.	.	-19.9[20 µM]	-2.5	.	-23.9	-0.1	-0.2	-2.1
COCc1ccc(C(=O)NC(C)c2cnn(-c3ccccc3C)c2C)o1 (stereo unspecified)	9.3	3.8	-25.9	0.1	-8.2	-2.6	-11.3	5.9	1.9
Cc1cc(SCC(=O)NN)c2cc(Br)ccc2n1	7.9	11.1	3.3	-4.3	-7.2	-8.1	-1.4	-0.5	5.7
COc1cc(C(=S)N2CCOCC2)ccc1OC(=O)c1cc([N+](=O)[O-])c(C)c([N+](=O)[O-])c1	5.5	13.2	-6.0	3.4	-13.1	16.1	-2.5	8.8	-6.2
CN(C)S(=O)(=O)N1CCCC(C(=O)c2ccc(-c3ccccc3)cc2)C1 (stereo unspecified)	7.9	3.5	-6.2	-2.6	-0.8	-1.0	-4.3	2.6	0.6
CCN(CC)S(=O)(=O)c1cccc(-c2n[nH]c(=S)n2/N=C/c2ccc(C(=O)OC)cc2)c1	9.0	13.4	-5.9	1.1	16.8	22.5	-4.5	4.8	6.3
COc1nc(C)nc(C)c1Oc1ccc(Cl)cc1Cl	2.2	14.3	-16.1	-2.8	5.2	-10.0	-2.3	2.6	2.6
COc1ccc(-c2ccc(-c3nnc(-c4ccncc4)o3)cc2)cc1	13.8&9.9	18.6	-27.5	-0.5	-3.7	-10.0	-7.9	2.0	2.5
Cc1c(NC(=O)C(C)OC(=O)c2ccc(Br)o2)c(=O)n(-c2ccccc2)n1C (stereo unspecified)	5.5	15.3	-20.4	2.2	2.1	-2.7	-7.3	9.9	2.6
O=C(c1[nH]ncc1-c1cccc(Br)c1)C1CO1 (stereo unspecified)	10.5	-7.9	-18.0	5.1	-10.3	-8.4	0.6	-2.9	9.5
Cn1c(SCC(=O)N2CCCc3ccccc32)nnc1-c1ccccc1	9.2	12.1	-18.0	0.5	-2.7	1.3	-5.8	5.6	2.8
O=C(N/N=C/c1ccc([N+](=O)[O-])o1)c1cc(-c2ccncc2)nc2ccccc12	11.1	6.3	-7.1[20 µM]	-1.1	-44.3	-19.3	5.0	3.6	1.8
N=c1c(S(=O)(=O)c2ccccc2)cc2c(=O)n3ccccc3nc2n1Cc1ccco1	13.1	-6.8	-25.1	-1.0	.	-7.7	-16.0	1.9	10.7
COc1ccc(CCN2C(=O)C(Oc3ccccc3C)C2c2ccc3c(c2)OCO3)cc1 (stereo unspecified)	3.8	20.6	-17.8	-1.0	0.3	-14.4	-4.4	6.7	-2.3
CN(C)S(=O)(=O)N(CC(=O)N1CCN(Cc2ccccc2)CC1)c1ccccc1	7.9	4.3	-14.5	0.0	14.3	-12.0	-4.0	1.8	-1.3
NC(=O)CC[C@@H]1NC(=O)[C@@H]2CCCN2C(=O)c2cc([N+](=O)[O-])cc(I)c2NCCCC[C@@H](C(=O)NC(CC(=O)O)C(N)=O)NC1=O (stereo partly specified)	8.3	18.5	-12.4	-0.2	-4.8	-13.4	-1.0	3.1	5.3
COc1ccccc1N1CCN(C(=O)c2cc(C3CC3)on2)CC1	9.7	24.5	-7.3	-2.1	-2.6	4.0	1.4	4.3	-0.8
O=C(c1ccc(COc2ccc(F)cc2)o1)n1cccn1	10.8	16.0	-19.0	-3.6	-13.4	5.2	6.4	-0.6	8.6
CCOC(=O)C1CCN(C(=O)COc2ccc(N(C)S(=O)(=O)c3cccs3)cc2)CC1	11.4	4.2	-22.2	0.3	-54.9	-2.6	-5.6	2.7	-2.7
COc1ccc(C2C(C(=O)c3ccco3)=C(O)C(=O)N2CC2CCCO2)cc1 (stereo unspecified)	9.6	-10.3	-29.9	-3.1	-3.0	-6.6	-1.1	5.8	3.3
Brc1ccc(C2NCCS2)cc1 (stereo unspecified)	11.6	11.9	-19.6	1.1	-3.4	17.3	0.7	7.6	5.5
CC(=O)c1cccc(NC(=O)c2ccc(N(C)S(C)(=O)=O)cc2)c1	11.9	-3.9	-17.5[20 µM]	-1.5	-6.8	1.4	-8.0	0.0	0.1
Cc1nn(CC(=O)NCc2ccccc2)c(=O)c2ccccc12	2.6	-0.8	-13.3	-0.7	-10.7	-0.1	-5.5	0.6	-0.9
O=C1CCCC2=C1C(c1cccc(O)c1)C1=C(N2)c2ccccc2C1=O (stereo unspecified)	7.4	18.2	-18.0	-1.1	13.9	-5.7	-2.9	10.4	10.9
CC(C)=NN1C(c2nonc2N)=NOC1(C)C	10.4	23.5	-29.7	-0.9	0.9	-16.7	2.2	-0.2	5.8
O=C1CSC(c2ccc3c(c2)OCO3)N1c1ccc(Oc2ccccc2)cc1 (stereo unspecified)	1.2	4.4	-9.8[20 µM]	-1.2	-45.8	2.2	-1.0	3.9	1.2
CC1CCCc2sc3ncn(N)c(=N)c3c21 (stereo unspecified)	18.5	4.9	-11.4	5.8	5.9	4.8	-6.3	8.7	-6.0
CCn1cc(C(=O)NP(=O)(Nc2ccc(C)cc2)Nc2ccc(C)cc2)c2ccccc21	12.0	-13.5	-17.2	-3.6	-7.8	-30.5	-6.0	-2.7	7.4
COc1ccc(NC(=O)C2CC(=O)N(C(C)C)C2)cc1 (stereo unspecified)	12.4	-12.1	-30.9	0.8	-0.3	5.7	0.2	6.2	3.7
CCCCN1C(=O)c2ccc(C(=O)Nc3ccccc3N3CCOCC3)cc2C1=O	8.7	-3.8	-15.4	-2.9	-7.7	-4.6	6.1	-2.5	6.2
CC1CCCN(C(=O)C(C)Sc2nc(-c3ccccc3)cc(C(F)(F)F)n2)C1 (stereo unspecified)	6.4&8.4	34.2	-1.1[20 µM]	5.9	-11.4	-4.2	-10.8	6.6	-3.7
COc1ccccc1N1CCN(C(=O)CCCCn2c(=O)[nH]c3ccsc3c2=O)CC1	4.0	11.2	-23.6	.	3.9	-4.2	.	.	.
c1ccc(Cc2noc(CN3CCCC(CN4CCOCC4)C3)n2)cc1 (stereo unspecified)	7.6	4.0	-18.6	1.7	-0.1	-0.4	-6.1	0.2	1.6
CC(C)N1CCC(N2CCN(Cc3ccc(Oc4ncccn4)cc3)CC2CCO)CC1 (stereo unspecified)	5.6	12.7	-22.5	-4.4	4.1	0.0	-4.2	-0.8	11.3
O=c1[nH]c(SCc2cccc([N+](=O)[O-])c2)nc2[nH]ncc12	7.5	-10.5	-24.1	-0.4	-5.2	2.8	-2.3	3.8	5.2
NS(=O)(=O)c1ccc(CNS(=O)(=O)c2cccc3nonc23)cc1	7.1	9.1	-16.7	-0.4	-15.6	-19.5	-7.5	-0.1	4.0
COCCNc1nc(-c2ccccc2)nc2c1oc1ccccc12	4.6	8.8	-10.4	0.6	-21.3	-5.4	-6.1	7.6	1.4
COc1ccc(NC(=O)NCc2ccc3c(c2)OCO3)cc1	11.1	17.0	-15.8	-3.6	-16.1	-2.2	3.4	1.7	4.0
CC(=O)Nc1ccc(NC(=O)C(C)n2nc([N+](=O)[O-])c(Br)c2C)cc1 (stereo unspecified)	8.6	3.2	-17.6[20 µM]	1.6	-12.3	-5.7	-2.8	2.4	0.3
CC(C)C1Cc2nc(Cl)c(C#N)cc2CO1 (stereo unspecified)	3.6	11.2	-7.2	-3.7	-3.8	1.0	-2.9	17.1	5.7
